# MmCpn inh: Inhibitors of TCP-1 ring complex (TRiC) of Methanococcus maripaludis (MmCpn): qHTS; Chaperonin Mm-Cpn (Methanococcus maripaludis); purified Mm-Cpn ATPase, ADP Transcreener TR-FRET; Potency, µM (titrated, usually from 76.9 µM), inactives show at the highest dose activity, negative = inhibition, most hits filed as inhibitors; 330,000 tested, 0.031% active; AID 504842, 2011; further: potency means the concentration at half of the fitted maximal effect; on the % scale 0 is the no-effect control and ±100 the full control effect; nearly all actives have a fitted effect of over 80% in size
#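 Compound-treated chaperonin, 25 nM final, turns over 10 uM ATP at 37°C for 30 min following a 10 min preincubation; ADP generated competes with ADP-d2 for Eu-cryptate antibody, lowering FRET.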
# Nrf2 activator: qHTS of Nrf2 Activators | AREc32 ARE-luciferase reporter (MCF7-derived line), luminescence, 24 h | Potency, µM (series often up to 46.1 µM), for the others: top-dose activation, actives largely listed as activators | 410,000 tested, 0.31% active; further: potency means the concentration at half of the fitted maximal effect; % of control where 0% means no effect; nearly all actives have a fitted effect of over 65% in size
#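 AREc32 cells carrying an ARE-driven firefly luciferase, 1000 cells/well in OPTI-MEM with 5% FBS, dosed after overnight attachment and incubated 24 hr at 37 deg C. Steady-Glo luminescence read after 30 min at RT.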
# EPAC2 agonist: qHTS for Agonist of cAMP-regulated guanine nucleotide exchange factor 4 (EPAC2): primary screen; Rap guanine nucleotide exchange factor 4 (Homo sapiens), Q8WZA2; EPAC2 activation, biochemical qHTS; response scale: 100% = 6.5 mM cAMP response; Potency, µM (series often up to 154 µM), for the others: at the highest dose activation, usual class: activators; 360,000 tested, 0.079% active; AID 720711, 2013; further: potency means the concentration at half of the fitted maximal effect; nearly all actives have a fitted effect of over 50% in size
# Target sequence (Q8WZA2 whole entry, looked up): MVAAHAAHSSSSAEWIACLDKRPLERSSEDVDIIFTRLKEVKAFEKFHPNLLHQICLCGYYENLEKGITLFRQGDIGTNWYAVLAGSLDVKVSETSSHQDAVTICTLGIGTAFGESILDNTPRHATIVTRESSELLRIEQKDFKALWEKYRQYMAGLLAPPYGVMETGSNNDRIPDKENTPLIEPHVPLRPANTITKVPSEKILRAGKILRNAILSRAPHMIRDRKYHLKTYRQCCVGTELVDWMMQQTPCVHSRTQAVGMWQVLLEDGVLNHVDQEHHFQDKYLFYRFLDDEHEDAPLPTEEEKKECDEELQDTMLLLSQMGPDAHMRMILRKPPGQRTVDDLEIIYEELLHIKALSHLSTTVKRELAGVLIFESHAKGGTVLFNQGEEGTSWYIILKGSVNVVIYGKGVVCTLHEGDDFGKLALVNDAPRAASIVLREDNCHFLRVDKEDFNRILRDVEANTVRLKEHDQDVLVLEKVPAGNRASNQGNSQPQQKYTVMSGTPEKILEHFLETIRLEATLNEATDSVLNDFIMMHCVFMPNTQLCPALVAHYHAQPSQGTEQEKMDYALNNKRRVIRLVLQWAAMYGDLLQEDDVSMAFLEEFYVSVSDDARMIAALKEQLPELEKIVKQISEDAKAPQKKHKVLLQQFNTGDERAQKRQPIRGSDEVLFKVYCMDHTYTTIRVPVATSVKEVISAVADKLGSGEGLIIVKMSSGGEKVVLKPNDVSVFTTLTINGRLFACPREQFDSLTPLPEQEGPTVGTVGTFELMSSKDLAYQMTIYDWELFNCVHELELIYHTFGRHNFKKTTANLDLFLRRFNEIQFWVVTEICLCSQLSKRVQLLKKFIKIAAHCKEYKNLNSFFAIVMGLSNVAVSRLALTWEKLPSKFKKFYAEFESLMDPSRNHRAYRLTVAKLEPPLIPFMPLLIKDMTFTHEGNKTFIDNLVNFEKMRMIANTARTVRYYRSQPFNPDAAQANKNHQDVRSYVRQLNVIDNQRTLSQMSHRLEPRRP
#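 Readout is BODIPY fluorescence (480 nm excitation, 540 nm emission), which falls as labeled GDP is exchanged off Rap1B. EPAC2 at 100 nM acted on 250 nM RAP1B-BODIPY-GDP with 50 uM GDP present.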
# A549 tox: Nrf2 qHTS screen for inhibitors: counterscreen for cytotoxicity. 390,000 tested, 0.16% active. Potency, µM (highest dose often 46 µM), for the others: at the highest dose activity change, negative = cytotoxicity, actives largely listed as inhibitors. A549 ARE-Fluc cells, CellTiter-Fluor viability, 18-24 h. AID 504648, 2011; further: potency means the concentration at half of the fitted maximal effect; on the % scale 0 is the no-effect control and ±100 the full control effect
#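 Cytotoxicity counterscreen: CellTiter-Fluor fluorescence was measured in A549 ARE_Fluc cells after 18-24 h of compound exposure in a concentration series. The subsequent BugLite luminescent read reports ARE-luciferase activity.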
# Nrf2 inh: Nrf2 qHTS screen for inhibitors; A549 ARE-Fluc reporter, luciferase luminescence, 18-24 h; Potency, µM (doses to about 46 µM), without a hit: at the top dose activity change, negative = inhibition, usual class: inhibitors; 360,000 tested, 2.1% active; further: potency means the concentration at half of the fitted maximal effect; on the % scale 0 is the no-effect control and ±100 the full control effect; nearly all actives have a fitted effect of over 60% in size
#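 Nrf2 activity is the BugLite luminescence, read 15 min after reagent at room temperature, following CellTiter-Fluor cytotoxicity readout (30 min, 37C). Compound titrations were applied for 18-24 h to 5000 A549 ARE_Fluc cells/well in 5% FBS OPTI-MEM.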
# EPAC2 antagonist: qHTS for Antagonist of cAMP-regulated guanine nucleotide exchange factor 2 (EPAC2): primary screen; Rap guanine nucleotide exchange factor 4 (Homo sapiens), Q8WZA2; EPAC2 GEF exchange of Rap1B-BODIPY-GDP, fluorescence; Potency, µM (series often up to 114 µM), without a hit: top-dose activity, negative = inhibition, actives largely listed as inhibitors; 360,000 tested, 0.18% active; AID 720708, 2013; further: potency means the concentration at half of the fitted maximal effect; on the % scale 0 is the no-effect control and ±100 the full control effect; nearly all actives have a fitted effect of over 45% in size; many of its hits are not listed in these tables
# CCT modulator: High-Throughput Screening for Modulators of Cytosolic Chaperonin Activity | activity change, % (concentration not given with the values), hits read low | purified chaperonin ATPase assay, HTRF ADP detection, 30 min | AID 651819, 2012 | 360,000 tested, 0.3% active; in the data active means activity change below about -30%; further: on the % scale 0 is the no-effect control and ±100 the full control effect
#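 We incubate TRiC, 40 or 20 nM final, with library compounds at 76 uM and 10 uM ATP for 30 min at 37 °C. ADP formed is detected with Transcreener HTRF reagents after 30 min at room temperature.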
# TGFb SMAD3 inh: qHTS for Inhibitors of TGF-b; HepG2 CAGA-GFP TGF-b/SMAD3 reporter, GFP fluorescence, 18 h; TGF-beta stimulated, 500 pg/mL final; Potency, µM (doses to about 46.1 µM), for inactives: top-dose activity, negative = inhibition, usual class: inhibitors; 410,000 tested, 1.2% active; AID 588855, 2011; further: potency means the concentration at half of the fitted maximal effect; on the % scale 0 is the no-effect control and ±100 the full control effect; nearly all actives have a fitted effect of over 65% in size
#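 HEPG2 CAGA-GFP cells (1000/well, DMEM with 1% FBS) were pre-incubated 2 h at 37 degrees C, given compound by pin tool, then stimulated with TGF-beta at 500 pg/mL final for 18 h before per-cell GFP fluorescence imaging.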
# pAkt inh: HTS Assay for Inhibitors of Akt Phophorylation: Primary Screen | Neuro2A IGF-stimulated pAkt S473 HTRF, 20 min; hits give low values | activity change, % for hits at 50 µM | AID 651550, 2012 | 360,000 tested, 0.32% active; in the data active means activity change below about -80%; inconclusive means mostly about -51% to -80%; further: on the % scale 0 is the no-effect control and ±100 the full control effect
#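 Neuro2A cells (4,500/well, DMEM with 0.5% FBS) were treated with compound at a single 50 µM final concentration, stimulated with 6 nM IGF for 20 min at 37 °C, and lysed. Phospho-Akt Ser473 was read by HTRF as 665/615 ratio ×10^4.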
# * marks the source's active call; other numbers are inactive results; i = inactive; ? = inconclusive; nt = no result given; & = joins results of further samples; [ ] = remark or other dose. Unless noted, the call rests on the fitted dose curve; in most records, active means well fitted curve in the direction sought with a large enough effect; inconclusive means small, poorly fitted or top-dose-only effect, or another doubt; inactive means no such curve, though single readings can be large; an effect the other way counts as inactive or inconclusive. The list is partial; count on the stated rates, not on these rows.
Molecule	MmCpn inh	Nrf2 activator	EPAC2 agonist	A549 tox	Nrf2 inh	EPAC2 antagonist	CCT modulator	TGFb SMAD3 inh	pAkt inh
O=C(CN1C(=O)NC(c2ccccc2)(c2ccccc2)C1=O)NCC(=O)Nc1ccc(F)cc1	-3%	0.0%	8%	-9%	-20%	-6%	-0.8	-2%	i
CCOc1ccc(S(=O)(=O)N2CCN(C(=O)Cc3n[nH]c(=O)c4ccccc34)CC2)cc1	-1%	3.7%	5%	?	-2%	21%	2.0	-10%	i
N#C/C(=C\c1ccc(-c2cccc(Cl)c2)o1)C(=O)Nc1cccc2cccnc12	-1%	7.0%	4%	-5%	?	18%	2.6	-1%	i
CCN1C(=O)C2(C(C#N)=C(N)Oc3n[nH]c(COC)c32)c2ccccc21 (configuration not stated)	1%	0.3%	6%	15%	-28%	-3%	3.0	11%	i
Cc1nc(N2CCC(C)CC2)c2oc3ccccc3c2n1	0%	4.5%	12%	-9%	?	-13%	-6.4	-24%	i
O=S(=O)(c1cccc(-c2nc3n(n2)Cc2ccccc2-3)c1)N1CCCC1	-3%	-0.3%	3%	5%	15%	15%	3.1	0%	i
C=CCn1c(SCC(=O)Nc2cccc(S(N)(=O)=O)c2)nnc1C1CCCCC1	-5%	0.0%	-1%	5%	-10%	0%	1.0	6%	i
O=[N+]([O-])c1ccccc1S(=O)(=O)Nc1ccn(Cc2c(F)cccc2Cl)n1	2%	0.1%	9%	-4%	-13%	3%	-3.1	10%	i
Cc1cccc(NC(=S)NCCc2ccc(F)cc2)c1C	0%	1.4%	12%	0%	?	-3%	-3.7	-25%	i
CCOc1ccccc1NC(=O)COC(=O)C(CC)c1ccccc1 (configuration not stated)	-2%	-0.1%	11%	9%	?	-27%	0.5	-26%	i
Cc1sc(NC(=O)c2ccco2)nc1-c1ccccc1	-3%	?	18%	-3%	?	-8%	-2.5	12%	i
Cc1noc(C)c1C(=O)NC1CCCc2ccccc21 (configuration not stated)	-1%	-0.1%	5%	1%	-3%	11%	1.3	-12%	i
C=CCOC(=O)CC(NC(=O)c1ccccc1)c1ccccc1 (configuration not stated)	-1%	0.1%	-4%	-6%	11%	6%	-6.2	-5%	i
Cc1ccc(C)c(NC(=O)CSc2nncn3c2cc2sccc23)c1	nt	5.7%	nt	-9%	?	nt	nt	-1%	nt
CC(=O)c1cccc(-c2ccnc3c2CC(C(=O)NCc2ccc(F)c(F)c2)O3)c1 (configuration not stated)	nt	2.9%	14%	nt	nt	11%	1.5	-7%	i
CN(C)Cc1csc(NC(=O)Nc2ccccc2Cc2ccccc2)n1	nt	0.9%[9.22 µM]	5%	nt	nt	-10%	1.6	4%	i
CC(=O)CSc1ncnc2scc(-c3ccc(F)cc3)c12	0%	-0.4%	3%	-2%	-8%	10%	-1.4	17%	i
COc1ccc(-c2nc(NC(=O)c3cc(C(C)(C)C)nn3C)sc2C)cc1	?	0.2%	2%	?	18µM*	-10%	-0.3	?	i
c1ccc(Cn2nnc3ccccc32)cc1	-5%	0.0%	3%	4%	5%	5%	-1.8	-21%	i
O=C(CNC(=O)c1ccc(S(=O)(=O)N2CCCCC2)cc1)N/N=C/c1ccco1	-17%	7.0%	3%	1%	5%	12%	-0.8	1%	i
O=[N+]([O-])c1ccc(C=NNC(=S)NN=Cc2ccc([N+](=O)[O-])cc2)cc1	nt	9.4%	0%	?	3%	-3%	-1.0	-4%	i
N#CC1=C(N)NC(SCC(=O)O)=C(C#N)C12CCCC2	1%	-0.6%	4%	4%	nt	1%	-0.9	6%	i
O=C(c1ccc(Br)cc1)N1CCN(CCc2ccncc2)CC1	nt	7.4%	nt	0%	12%	nt	nt	2%	nt
CCOC(=O)c1cc2c(=O)n3ccccc3nc2n(CC2CCCO2)c1=NC(=O)c1cccc(C)c1 (configuration not stated)	nt	0.3%	nt	-16%	-13%[9.27 µM]	nt	nt	-5%	nt
O=C(Nc1ccc(-c2csc(-c3ccccc3)n2)cc1)c1ccccc1	-4%	0.4%	-2%	-22%	?	16%	-0.2	-8%	i

# Some of the entries so far, as labelled records.
CN(C)Cc1csc(NC(=O)Nc2ccccc2Cc2ccccc2)n1
  MmCpn inh: nt; Nrf2 activator: 0.9%[9.22 µM]; EPAC2 agonist: 5%; A549 tox: nt; Nrf2 inh: nt; EPAC2 antagonist: -10%; CCT modulator: 1.6; TGFb SMAD3 inh: 4%; pAkt inh: i

c1ccc(Cn2nnc3ccccc32)cc1
  MmCpn inh: -5%; Nrf2 activator: 0.0%; EPAC2 agonist: 3%; A549 tox: 4%; Nrf2 inh: 5%; EPAC2 antagonist: 5%; CCT modulator: -1.8; TGFb SMAD3 inh: -21%; pAkt inh: i

# Continued.
Molecule	MmCpn inh	Nrf2 activator	EPAC2 agonist	A549 tox	Nrf2 inh	EPAC2 antagonist	CCT modulator	TGFb SMAD3 inh	pAkt inh
CC1(C)[C@@H](O)CC[C@]2(C)[C@H]3C(=O)C=C4[C@@H]5C[C@@](C)(C(=O)O)CC[C@]5(C)CC[C@@]4(C)[C@]3(C)CC[C@@H]12	-1%	0.9%	-3%	-7%	-5%	-14%	-0.8	-8%	i
COc1ccc(N2CCN(c3ccc(-c4nc(-c5ccccc5C)no4)cc3[N+](=O)[O-])CC2)cc1	nt	-0.4%	nt	-1%	0%	nt	nt	-19%	nt
Cc1nn(Cc2c(F)c(F)c(F)c(F)c2F)c(C)c1NC(=O)c1ccc(COc2ccccc2Cl)cc1	-2%	-0.9%	-5%	-13%	?	18%	0.3	?	i
Cc1ccccc1CS(=O)(=O)Cc1ccc(C(=O)NCCc2ccccc2)o1	-1%	0.6%&0.7%	-4%	3%&-4%	18%	4%	2.4	-13%&-1%	i
Cc1ccc(NC(=O)NC(=O)CN2CCN(c3ccc(O)cc3)CC2)c(C)c1	-1%	0.4%	2%	-14%	23µM*	2%	-3.5	-2%	i
Oc1ccc(-c2cn3ccccc3n2)cc1	-6%	0.6%	0%	4%	?	2%	1.2	13%	i
CCOC(=O)C1CCCN(C(=O)c2cc3ccccc3oc2=O)C1 (configuration not stated)	0%	0.4%	2%	0%	8%	20%	3.1	?	i
Cc1ccccc1C(=O)Nc1cc(-c2cc(C(C)(C)C)oc2C)nn1C	-1%	4.9%	5%	2%	-9%	?	-1.1	8%	i
CCCCNc1c(NC(C)=O)c(=O)oc2ccccc12	?	-0.6%	6%	0%	-23%	4%	1.1	0%	i
Cc1cccc(NC(=O)c2cccc([N+](=O)[O-])c2O)c1C	nt	-0.3%	6%	?	?	9%	0.1	?	i
Cn1nnnc1Sc1ncnc2scc(-c3ccc(C(F)(F)F)cc3)c12	-21%	?	-1%	?	?	-15%	nt	?	nt
CCc1c(C(=O)NNC(=S)NCC2CCCO2)csc1C (configuration not stated)	0%	-1.6%	3%	-5%	-15%	3%	0.4	-14%	i
CC(C)(C)c1ccc(OCC(=O)NNC(=O)Cc2cccs2)cc1	-2%	3.8%	0%	2%	0%	3%	-1.6	11%	i
CCOC(=O)c1oc2ccccc2c1NC(=O)c1cc(OC)cc(OC)c1	1%	-0.6%	2%	-2%	?	-2%	0.1	20%	i
COC(=O)c1ccc(OCC(=O)c2ccc(C)c(C)c2)cc1	0%	2.1%	6%	2%	?	5%	0.3	-10%	i
Cc1cc(NC(=O)CSc2ccccn2)cc(NC(=O)CSc2ccccn2)c1	0%	0.1%	-3%	-3%	-16%	2%	-0.5	3%	i
CCCCC(=O)NCCNc1nc2c(c(=O)n(C)c(=O)n2C)n1Cc1ccc(F)cc1	-1%	1.4%	-8%	10%	-4%	22%	2.9	-1%	i

# Individual results from above.
# Nrf2 activator with `CCc1c(C(=O)NNC(=S)NCC2CCCO2)csc1C` (configuration not stated) = -1.6%
# CCT modulator with `Cc1ccccc1CS(=O)(=O)Cc1ccc(C(=O)NCCc2ccccc2)o1` = 2.4

# One compound at a time (already shown):
# Cn1nnnc1Sc1ncnc2scc(-c3ccc(C(F)(F)F)cc3)c12 is listed with MmCpn inh: -21%; Nrf2 activator: ?; EPAC2 agonist: -1%; A549 tox: ?; Nrf2 inh: ?; EPAC2 antagonist: -15%; CCT modulator: nt; TGFb SMAD3 inh: ?; pAkt inh: nt
# CCCCC(=O)NCCNc1nc2c(c(=O)n(C)c(=O)n2C)n1Cc1ccc(F)cc1 is listed with MmCpn inh: -1%; Nrf2 activator: 1.4%; EPAC2 agonist: -8%; A549 tox: 10%; Nrf2 inh: -4%; EPAC2 antagonist: 22%; CCT modulator: 2.9; TGFb SMAD3 inh: -1%; pAkt inh: i
# COC(=O)c1ccc(OCC(=O)c2ccc(C)c(C)c2)cc1 is listed with MmCpn inh: 0%; Nrf2 activator: 2.1%; EPAC2 agonist: 6%; A549 tox: 2%; Nrf2 inh: ?; EPAC2 antagonist: 5%; CCT modulator: 0.3; TGFb SMAD3 inh: -10%; pAkt inh: i
